PhoP inhibition – PhoP-dependent GFP reporter repression – Salmonella Typhimurium, primary screen (AID 1863). S. Typhimurium PhoP-regulated promoter GFP reporter, 4 h; higher % means a stronger effect. inhibition, % at 50 µM, or IC50 in µM where a hit was titrated. 0.16% of 300,000 active;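 active = inhibition over 29.93%, a cutoff 3 SD above the screen mean, later confirmed by dose response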;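 also: 0% = low Mg2+ inducing control and 100% = high Mg2+ repressing control; strong numbers were not always called active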
Siah-1 displacement – Siah-1 peptide-binding antagonists, primary screen, biochemical, fluorescence polarization, rhodamine-plectin, uHTS (AID 1817); Siah-1 / rhodamine-plectin peptide fluorescence polarization; higher % means a stronger effect; displacement, % at 20 µM; hits with a dose series show IC50 in µM; 0.02% of 290,000 active;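 active = displacement of at least 50% at 20 µM, with a fluorescence ratio check between 0.3 and a set limit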;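 also: plate controls were Siah plus tracer with DMSO for no effect and tracer alone without Siah for full effect; strong numbers were not always called active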
West Nile virus CPE – inhibition of WNV-induced cytopathic effect – cell-based, CPE readout (AID 1621); West Nile virus-infected cells, CPE inhibition; higher % means a stronger effect; one-dose CPE inhibition, % at 10 µM; IC50 in µM for titrated hits; 0.02% of 290,000 active; in the data active = a potency from the dose series; also: strong numbers were not always called active
Yfh1-off respiration – mitochondrial function rescue without frataxin homolog – Friedreich's ataxia, plus single-dose screen, dose response (AID 1465); 0.074% of 220,000 active; one-dose fold induction at 50 µM; EC50 in µM for titrated hits; S. cerevisiae Yfh1-off respiration, WST-1 reduction, 72 h; higher fold induction means a stronger effect;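 active = fold induction of absorbance versus untreated yeast above a set limit, then at least 30% activation at any dose in follow-up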;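 also: activators that raise dye reduction in frataxin-depleted yeast; strong numbers were not always called active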
Starred values were filed as active, the others as inactive; i = inactive; x = no result given. These rows are one share of the data; the hit share may differ from the screen's.

SMILES | PhoP inhibition | Siah-1 displacement | West Nile virus CPE | Yfh1-off respiration
CC12C=CC(=O)C=C1CCC1C2C(=O)C[C@@]2(C)C1CCC2(O)C(=O)CO (stereo not given in full) | -1% | x | 0.0% | i
COc1ccccc1N1CCN(CCCCN2C(=O)c3ccccc3C2=O)CC1 | 3% | x | 1.4% | i
O=C1N[C@@H](Cc2ccccc2)C(=O)N2[C@@H]1C[C@@]1(Br)c3ccccc3N(S(=O)(=O)c3ccccc3)[C@@H]21 | -6% | x | -0.6% | i
CC1=CC(c2ccc(Cl)cc2)n2ncnc2N1 (stereo not given) | -9% | x | -0.3% | i
CCOC(=O)[C@@H]1[C@H]2COc3ccccc3[C@@H]2N2C(=O)N(c3ccc(OC)cc3)C(=O)[C@]12C | 5% | x | 0.6% | i
COc1ccc([C@@H]2C[C@@H](c3ccccc3)Oc3c(C)ccc(C(C)C)c32)cc1 | -8% | x | 0.3% | i
COc1c(Cl)cc(C(=O)O)cc1Cl | -6% | x | 0.3% | i
COC(=O)C1=C(CCc2ccccc2)NC(=O)NC1c1ccc(C#N)cc1 (stereo not given) | -8% | x | -0.2% | i
COC(=O)[C@H](Cc1ccccc1)NC(=O)[C@@H](N)CC(=O)O | -1% | x | -0.1% | i
O=C(NCc1ccccc1)C1=C[C@H](c2ccc3c(c2)OCO3)C[C@H](OCc2ccc(CO)cc2)O1 | 4% | x | -0.4% | i
CCC[C@@H]1CCCO[C@@](C(=O)NCCN2CCOCC2)(C(F)(F)F)C1 | -3% | x | -0.5% | i
COC(=O)C1=C(CCc2ccccc2)NC(=O)NC1c1ccc([N+](=O)[O-])cc1 (stereo not given) | 2% | x | -0.8% | i
O=C(O)c1ccc(-c2noc(-c3cccc(F)c3)n2)cc1 | -17% | x | 0.5% | i
COc1ccc([C@H]2/C=C\CN(C(=O)C3CC3)[C@@H](C)C(=O)N2Cc2ccc(F)cc2)cc1 | -5% | x | -0.2% | i
COc1ccc2[nH]c(=O)c(-c3nnn(-c4ccc(F)cc4)n3)cc2c1 | 10% | x | 0.3% | i

Part of the list above, showing only West Nile virus CPE:
SMILES	West Nile virus CPE
COc1ccc([C@@H]2C[C@@H](c3ccccc3)Oc3c(C)ccc(C(C)C)c32)cc1	0.3%
CC12C=CC(=O)C=C1CCC1C2C(=O)C[C@@]2(C)C1CCC2(O)C(=O)CO (stereo not given in full)	0.0%
COC(=O)C1=C(CCc2ccccc2)NC(=O)NC1c1ccc([N+](=O)[O-])cc1 (stereo not given)	-0.8%

Next structures
SMILES | PhoP inhibition | Siah-1 displacement | West Nile virus CPE | Yfh1-off respiration
Cc1cc(-c2ccc3c(c2)COc2c4ccccc4nn2-3)on1 | -11% | x | 0.0% | i
O=C(O)c1ccccc1N=Nc1ccc(O)cc1 | 3% | x | 1.2% | i
Nc1ccc(CNC(=O)OCC2c3ccccc3-c3ccccc32)cc1 | -6% | x | -0.3% | i
C=CCNC(=O)c1ccc2c(c1)S(=O)(=O)c1ccccc1C2=O | 9% | x | -0.5% | i
COc1cc(F)c(C(=O)NC(C)(C)CO)cc1OC | 7% | x | 0.1% | i
COC(=O)C1=C(C(=O)OC)[C@@H]2N(C)c3ccc(OC)cc3[C@@]23C[C@@H](C(=O)OC)N(C(=O)NCCBr)C3=N1 | 0% | x | -0.7% | i
CCOC(=O)C1=C(C)N(C)C(=O)NC1c1cccc([N+](=O)[O-])c1 (stereo not given) | 6% | x | -0.9% | i
COC(=O)CNC(=O)C1Nc2ccccc2C2C=CCC12 (stereo not given) | -8% | x | -0.5% | i
Fc1ccccc1-c1nc2c(s1)CCc1onc(-c3ccc(Br)cc3)c1-2 | 10% | x | -0.4% | i
COCOc1ccc(/C=C/C(=O)c2c(OCOC)cc(OCOC)c(CC=C(C)C)c2O)cc1OCOC | -5% | x | 0.1% | i
O=C1CC2(CCCC2)Oc2ccc(Cl)cc21 | 1% | x | -0.3% | i
CC1(c2nnc(-c3ccncc3)o2)CC(c2ccc(Cl)cc2)=NO1 (stereo not given) | -5% | x | -1.2% | i
C#Cc1ccc2c(c1)COc1c3ccccc3nn1-2 | -7% | x | -0.3% | i
CC(C)(O)c1ccccc1CC[C@@H](SCC1(CC(=O)O)CC1)c1cccc(/C=C/c2ccc3ccc(Cl)cc3n2)c1 | -11% | x | -0.6% | i
COc1ccc(-c2csc(NC(C)c3nc4cc(Cl)c(Cl)cc4n3CCCO)n2)cc1 (stereo not given) | -3% | x | -0.1% | i
Cn1nc(Cc2cccc3ccccc23)c(C#N)c1N | 0% | x | 0.1% | i
O=C1[C@H]2CCCC[C@H]2C(=O)N1CCCCN1CCN(c2nsc3ccccc23)CC1 | 7% | x | -0.4% | i
COC(=O)/C(=C\c1c(OC)cc(OC)cc1OC)C(=O)c1ccc2c(c1)OCO2 | -10% | x | -0.5% | i
O=C(NCc1ccccc1)C1=C[C@@H](c2ccccc2)C[C@@H](OCCCCO)O1 | -9% | x | -0.7% | i
CC1Oc2cc3oc4c(O)c5c(cc4c(=O)c3c(O)c2C1(C)C)C=CC(C)(C)O5 (stereo not given) | -4% | x | 0.0% | i
CC[C@@H]1CN(C)[C@H]2Cc3c([nH]c4ccccc34)C(=O)C[C@@H]1[C@@H]2C(=O)OC | 4% | x | 0.0% | i
C[C@H]1CC[C@]2(O[C@@H](CCO)C[C@H](O)[C@H]2O)O1 | 2% | x | 1.4% | i
CN1C(=O)OC(C)(C)C1=O | -7% | x | 0.4% | i
CC(Cc1ccccc1)Nc1ncnc2c1ncn2C1OC(CO)C(O)C1O (stereo not given) | -6% | x | 0.2% | i
CCOC(=O)[C@@H]1[C@H]2COc3cc(OC)ccc3[C@@H]2N2C(=O)N(c3ccc(C)cc3)C(=O)[C@]12C | -11% | x | -0.8% | i
C=CCN1CCc2c(cc(O)c(O)c2Br)[C@@H](c2ccccc2)C1 | 7% | x | 2.0% | i
O=C(NCC1CC1)c1cc(-c2ccccc2)nn1CC1CC(c2cccnc2)=NO1 (stereo not given) | 13% | x | -0.3% | i
Cc1cc(O)c2c(c1)C(=O)c1cc(O)cc(O)c1C2=O | -6% | x | -0.6% | i
CN1CCN(C(=O)C2=C[C@H](c3ccc4c(c3)OCO4)C[C@H](OCCCCO)O2)CC1 | -7% | x | 0.0% | i
CN(C)CCc1c[nH]c2ccc(C[C@H]3COC(=O)N3)cc12 | 1% | x | -0.4% | i
Cc1csc(N2CCCC2c2nc3cc(C(F)(F)F)ccc3n2CCOCCO)n1 (stereo not given) | -6% | x | -0.4% | i
COc1ccc(CN2[C@@H](CC(C)=O)c3ccc(/C=C/C(C)=O)cc3S2(=O)=O)cc1 | 1% | x | 14% | i
O=C1CCC(c2ccc(-n3ccnc3)cc2)=NN1 | -7% | x | 0.7% | i
c1ccc(-c2ccc3c(n2)CCCO3)cc1 | 10% | x | -0.2% | i
O=C(NCc1ccc2c(c1)OCO2)c1cc(-c2ccccc2)nn1CC1CC(c2cccnc2)=NO1 (stereo not given) | 3% | x | 0.0% | i
O=C(NCCc1ccccc1)c1ccc2c(c1)S(=O)(=O)c1ccccc1C2=O | -3% | x | -0.3% | i
COc1cc2oc3ccc(C#Cc4ccc(N)cc4)cc3c(=O)c2cc1OC | 18% | x | 0.7% | i
CCOc1cc2c(C#N)c(N(CC)CC)nc(N)c2c(N)n1 | 11% | x | -0.4% | i
CCOC(=O)c1ccc(Nc2cc3ccccc3c(=O)[nH]2)cc1 | -14% | x | -1.0% | i
COc1cc(C(=O)OCCCN2CCCN(CCCOC(=O)c3cc(OC)c(OC)c(OC)c3)CC2)cc(OC)c1OC | 0% | x | -0.5% | i
O=c1cc(-c2ccccc2)oc2cc(O)cc(O)c12 | -9% | x | -0.1% | i
C=C1CCN([C@@H](Cc2ccccc2)C(=O)NCCC(C)C)S(=O)(=O)c2ccccc21 | -1% | x | -0.4% | i
Cc1csc(NC(C)c2nc3cc(C(F)(F)F)ccc3n2CCOCCO)n1 (stereo not given) | -10% | x | -0.5% | i
COc1ccccc1N1CCN(CCCNc2c(C)c(=O)n(C)c(=O)n2C)CC1 | 4% | x | -0.7% | i
CC(C)=CCc1c(O)ccc(C2COc3c(CC=C(C)C)c(O)cc(O)c3C2=O)c1O (stereo not given) | 15% | x | -0.6% | i
NC(=O)CC(NC(=O)c1ccccc1)C(=O)O (stereo not given) | -7% | x | -0.3% | i
CC1(C)C2CC[C@]3(C)C(CC=C4[C@@H]5C[C@](C)(CO)CC[C@]5(C(=O)O)CC[C@]43C)[C@@]2(C)CC[C@@H]1O (stereo not given in full) | 0% | x | 0.2% | i
CCc1c(C2(O)CCCCC2)[nH]c2ccc(C#N)cc12 | 5% | x | -1.1% | i
Nc1nc(N)nc(-c2cc(Cl)ccc2Cl)n1 | 14% | x | -0.4% | i
OCOCCCn1c(C2CCCN2c2nc(-c3ccc(F)cc3)cs2)nc2cc(Cl)c(N3CCCCC3)cc21 (stereo not given) | 12% | x | -0.2% | i
COC(=O)CCCC1=CC2=CC(=O)C(C)(OC(=O)c3cnc4ccccc4n3)C(=O)C2=CO1 (stereo not given) | -5% | x | 0.1% | i
O=[N+]([O-])c1cc(-c2csc(NCCc3nc4cc(C(F)(F)F)ccc4n3CCCO)n2)ccc1Cl | 3% | x | -0.2% | i
C#CCNC(=O)C1=C[C@@H](C)[C@H](CCCO)[C@@H](OCC)O1 | 1% | x | 0.0% | i
CN(C)c1nc(N)c(C(=O)N=C(N)N)nc1Cl | -15% | x | -0.4% | i
CCN1C(=O)N[C@@H](c2cccc(F)c2)C(C(=O)OC)=C1C | -2% | x | -0.1% | i
COc1ccc(-c2noc3c2-c2nc(-c4ccccc4)sc2CC3)cc1 | -3% | x | 0.6% | i
CC1(OC(=O)c2ccc(Cl)nc2)C(=O)C=C2C=C(C3CC3)OC=C2C1=O (stereo not given) | -3% | x | 0.1% | i
CCO[C@@H]1OC(C(=O)NC2CC2)=C[C@H](c2coc3ccccc3c2=O)[C@H]1CCCO | -6% | x | -0.6% | i
COc1cc2c(CCNC(C)=O)c[nH]c2cc1O | -2% | x | -0.1% | i
CC(C)C[C@H]1COCCS(=O)(=O)N1Cc1ccccc1F | 2% | x | 0.3% | i

Next section; the last 5 above are carried over.
SMILES | PhoP inhibition | Siah-1 displacement | West Nile virus CPE | Yfh1-off respiration
COc1ccc(-c2noc3c2-c2nc(-c4ccccc4)sc2CC3)cc1 | -3% | x | 0.6% | i
CC1(OC(=O)c2ccc(Cl)nc2)C(=O)C=C2C=C(C3CC3)OC=C2C1=O (stereo not given) | -3% | x | 0.1% | i
CCO[C@@H]1OC(C(=O)NC2CC2)=C[C@H](c2coc3ccccc3c2=O)[C@H]1CCCO | -6% | x | -0.6% | i
COc1cc2c(CCNC(C)=O)c[nH]c2cc1O | -2% | x | -0.1% | i
CC(C)C[C@H]1COCCS(=O)(=O)N1Cc1ccccc1F | 2% | x | 0.3% | i
OC(Cn1cncn1)(Cn1cncn1)c1ccc(F)cc1F | -1% | x | 0.5% | i
CC(Oc1ccccc1)C(=O)N1CCC2(CC1)Oc1ccc(F)cc1C(=O)C21CC(c2ccc(Cl)cc2)=NO1 (stereo not given) | 3% | x | 0.2% | i
NCCNC(=O)c1ncsc1-c1cccc(F)c1 | -4% | x | -0.1% | i
NS(=O)(=O)c1cc(C(=O)O)c(NCc2ccco2)cc1Cl | -8% | x | 0.6% | i
Cc1c(C)c2c(c(C)c1O)CC[C@@](C)(CCC[C@H](C)CCC[C@H](C)CCCC(C)C)O2 | -1% | x | -0.2% | i
NC(=O)C1CCN(C(=O)c2ccc3c(=O)n(Cc4ccco4)c(SCc4ccc([N+](=O)[O-])cc4)nc3c2)CC1 | -8% | 8% | 1.4% | x
Clc1cccc(C2Nc3cccc4cccc(c34)N2)c1 | 9% | 15% | -0.8% | x
Nc1nnnn1/N=C/c1ccc(F)cc1 | 2% | -4% | -0.1% | x
O=C(C1CCC(=O)N(C2CC2)C1)N(CCO)Cc1ccccc1 (stereo not given) | 3% | 0% | 1.1% | x
Cc1cccc(C)c1OCc1cc(C(=O)N(C)Cc2nc3ccccc3[nH]2)no1 | 11% | -6% | -1.8% | x
Cc1ccc(/C=C2/Sc3ccc(C(=O)N4CCN(C)CC4)cc3NC2=O)cc1 | -9% | 1% | 11% | x
COc1ccc(C(OCC(O)CN2CCC(O)CC2)c2ccc(OC)cc2)cc1 (stereo not given) | -7% | 0% | 0.4% | x
c1ccc(CCCc2nc(-c3cccnc3)no2)cc1 | 0% | 11% | 0.1% | x
Clc1cnc(N/N=C/c2ccncc2)c(Cl)c1 | 5% | 9% | -0.6% | x
CCn1cc(Br)c(C(=O)Nc2sc3c(c2C(N)=O)CCCC3)n1 | 5% | 0% | -0.9% | x
COc1ccccc1NC(=O)c1nc(S(=O)(=O)Cc2ccccc2)ncc1Cl | 3% | 4% | -1.4% | x
Cc1ccc(C(=O)Nc2c(N)nc(SCC(=O)Nc3cc(C)on3)[nH]c2=O)cc1 | -7% | -2% | 0.1% | x
